Screens as filed in PubChem.
aGal spleen mod = inhibits or activates alpha-galactosidase in human spleen homogenate; human spleen homogenate, 4MU-alpha-Gal fluorescence, 40 min; Potency, µM (top dose mostly 80 µM), for the others: top-dose activity change, negative = inhibition, hits mostly inhibitors; 240,000 tested, 0.008% active;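 also: potency is read from the fitted curve at half-maximal effect; 0% = enzyme with vehicle and -100% = no enzyme basal signal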
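Inhibition or activation of alpha-galactosidase in human spleen homogenate is scored by 4-MU fluorescence after 40 min at 37C, pH 5.0, with 1 mM substrate. AC50s come from concentration-response fitted to the Hill equation.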
KinaseGlo FLuc = Kinase-Glo luciferase inhibition (counter-screen); Kinase-Glo luciferase, ATP luminescence, 8 min; Potency, µM (titrated, usually from 38.3 µM), inactives show at the highest dose activity change, negative = inhibition, hits mostly inhibitors; Q27757; 200,000 tested, 0.28% active; also: potency is read from the fitted curve at half-maximal effect; % is scaled to controls: 0 for no effect and ±100 for the full control effect; nearly all actives have a fitted effect of over 60% in size
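Kinase-Glo luciferase light output from ATP and luciferin was measured with 10 uM ATP, within the enzyme's linear range. Buffer: 50 mM imidazole pH 7.2, 50 mM KCl, 7 mM MgCl2, 0.01% Tween 20, 0.05% BSA; luminescence read after 8 min at ambient temperature.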
NPSR antagonist = antagonists of human neuropeptide S receptor cAMP signaling. CHO-NPSR cells, cAMP TR-FRET, antagonist mode. Potency, µM (highest dose often 38.3 µM), for the others: at the highest dose activity change, negative = inhibition, usual class: inhibitors. 220,000 tested, 1% active. AID 1461; also: potency is read from the fitted curve at half-maximal effect; % is scaled to controls: 0 for no effect and ±100 for the full control effect; nearly all actives have a fitted effect of over 50% in size; many of its hits are not listed in these tables
Target sequence (Q6W5P4 whole entry, looked up): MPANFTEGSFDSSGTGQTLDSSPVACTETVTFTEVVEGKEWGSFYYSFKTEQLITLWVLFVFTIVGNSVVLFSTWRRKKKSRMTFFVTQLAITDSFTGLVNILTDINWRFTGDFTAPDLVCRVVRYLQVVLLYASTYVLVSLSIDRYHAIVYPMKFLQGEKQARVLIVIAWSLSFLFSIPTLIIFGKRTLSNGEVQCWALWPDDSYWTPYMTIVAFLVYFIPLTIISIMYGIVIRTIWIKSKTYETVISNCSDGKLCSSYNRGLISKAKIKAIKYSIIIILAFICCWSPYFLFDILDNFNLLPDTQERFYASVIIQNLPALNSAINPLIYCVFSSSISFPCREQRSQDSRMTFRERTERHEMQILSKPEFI
Epigenetic derep = derepresses silenced GFP reporter in murine cells; murine LDR cells, GFP reporter derepression, 30 h; Potency, µM (doses to about 53.9 µM), without a hit: at the top dose GFP activation, hits mostly activators; 280,000 tested, 0.2% active; AID 1865; also: potency is read from the fitted curve at half-maximal effect; % of control where 0% means no effect; nearly all actives have a fitted effect of over 60% in size
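GFP-positive cell count by laser-scanning cytometry (objects 20–120 um) after 30 h, 37 C compound exposure of murine LDR cells; reporter is CMV-GFP integrated at a silenced locus, inducible by HDAC or DNMT inhibitors.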
LMNA splice mod = LMNA splicing modulation; HeLa LMNA splicing GFP/RFP minigene ratio, 48 h; Potency, µM (titrated, usually from 46.1 µM), for the others: at the top dose ratio change, negative = inhibition, hits mostly inhibitors; 200,000 tested, 0.01% active; active = well fitted inhibition curve with a large enough effect in the signal ratio, with a control signal flat, not every such curve was filed as active; inconclusive = small, poorly fitted or top-dose-only effect, or effect the other way, or a change in a side signal; the % refers to the signal ratio; also: potency is read from the fitted curve at half-maximal effect; % is scaled to controls: 0 for no effect and ±100 for the full control effect
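Read-out is the ratio of GFP to DsRed2 object intensity, acquired by 488 nm laser-scanning cytometry on HeLa lamin A-EGFP minigene reporter cells. Compound incubation 48 hrs at 37 °C in Opti-MEM with 2% FBS; DMSO 0.5% final.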
IMPase Li cell = cell-permeable IMPase inhibitors with lithium potentiation; Potency, µM (titrated, usually from 59.4 µM), for the others: at the top dose activity, negative = IMPase inhibition, hits mostly inhibitors; 210,000 tested, 0.35% active; CHO-M1 cells, IP1 TR-FRET (IP-One), carbachol + lithium;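 also: IP1 builds up when IMPase is blocked and the TR-FRET signal falls; potency is read from the fitted curve at half-maximal effect; plate controls were basal vehicle for no effect and high inhibitor control for full effect; nearly all actives have a fitted effect of over 50% in size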
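Readout is a homogeneous TR-FRET IP1 immunoassay (Ex 320, Em 665 and 620), where raised cytosolic IP1 lowers signal. Cells were CHO-M1 treated 30 min at 37C with test compounds plus a little lithium; AC50 values came from Hill-equation fitting.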
CBFb-RUNX1 inh = blocks binding between human CBF-beta and RUNX1 | Potency, µM (top dose mostly 59.8 µM), for inactives: at the top dose activity, negative = inhibition, most hits filed as inhibitors | AlphaScreen CBFb-His/RUNX1-biotin binding, biochemical | Q01196+Q13951 | 230,000 tested, under 10 active; also: % of control where 0% means no effect
Target sequence (Q01196 whole entry, looked up): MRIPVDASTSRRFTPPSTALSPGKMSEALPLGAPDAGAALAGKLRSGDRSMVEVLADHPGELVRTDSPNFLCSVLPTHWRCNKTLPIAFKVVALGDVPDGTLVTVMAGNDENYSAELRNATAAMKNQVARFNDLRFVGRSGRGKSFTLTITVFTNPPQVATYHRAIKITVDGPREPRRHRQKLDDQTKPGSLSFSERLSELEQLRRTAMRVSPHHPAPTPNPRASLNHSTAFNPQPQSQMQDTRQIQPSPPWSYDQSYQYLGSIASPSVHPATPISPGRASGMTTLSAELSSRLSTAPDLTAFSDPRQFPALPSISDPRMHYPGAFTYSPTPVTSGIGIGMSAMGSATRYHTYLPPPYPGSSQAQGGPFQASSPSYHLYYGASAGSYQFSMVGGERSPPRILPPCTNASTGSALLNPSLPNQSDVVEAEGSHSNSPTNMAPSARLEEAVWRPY
Target sequence (Q13951 whole entry, looked up): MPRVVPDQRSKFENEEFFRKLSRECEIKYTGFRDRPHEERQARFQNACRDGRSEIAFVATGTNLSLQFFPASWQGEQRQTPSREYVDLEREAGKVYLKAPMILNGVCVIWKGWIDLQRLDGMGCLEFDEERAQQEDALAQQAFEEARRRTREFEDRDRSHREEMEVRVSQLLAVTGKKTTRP
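His-tagged CBF-beta and biotinylated RUNX1 (30 nM each) were premixed 20 min at room temperature, exposed to compound for 15 min, then given nickel-chelate and streptavidin AlphaScreen beads (50 ng each). After 90 min, AlphaScreen signal was read.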
* = called active by the depositor; ? = inconclusive; . = no result given; & = joins results of further samples; [ ] = remark or other dose. Unless noted, calls follow the shape of the dose curve; as a rule, active = well fitted curve in the direction sought with a large enough effect; inconclusive = small, poorly fitted or top-dose-only effect, or another doubt; inactive = no such curve, though single readings can be large; an effect the other way counts as inactive or inconclusive. Only part of the results is shown; the hit share may differ from the screen's.

Results follow in this order: KinaseGlo FLuc	LMNA splice mod	aGal spleen mod	IMPase Li cell	CBFb-RUNX1 inh	NPSR antagonist	Epigenetic derep
> C=CCN=C(SCC(=O)c1ccc(Cl)cc1)c1c(O)n(C)c(=O)n(C)c1=O
 : .	.	3%	.	1%	-6%	-1.0%
> CN(C)P(=S)(Nc1ccccc1)C(Cl)(Cl)Cl (stereo not given)
 : -1%	4%[46 µM]	-1%	12%	18%	?	2.6%
> CC(C)c1ccc(-n2c(O)c(/C=N/N3CCOCC3)c(=O)[nH]c2=S)cc1
 : .	.	-14%	.	8%	-2%	0.0%
> CC(=O)c1ccc2c(c1)OCO2
 : -1%	-2%	0%	-4%	0%	4%	1.0%
> C=CCNc1nnc(Sc2ncccc2[N+](=O)[O-])s1
 : -2%	.	0%	8%	-7%	9%	?
> Oc1ccc2c3c1O[C@H]1c4oc5ccccc5c4C[C@@]4(O)[C@@H](C2)N(CC2CC2)CC[C@]314
 : .	.	-8%	.	13%	-3%	0.1%
> O=C(c1ccc(Br)cc1)C12CN3CN(CN(C3)C1)C2
 : 3%	.	3%	-6%	1%	2%	1.2%
> CCCCCCCCCCCCCC(=O)O[C@@H]1[C@@H](C)[C@@]2(O)[C@H](C=C(CO)C[C@]3(O)C(=O)C(C)=C[C@@H]23)[C@@H]2C(C)(C)C12OC(C)=O (stereo not given in full)
 : .	.	-6%	4%	11%	.	0.0%
> CN1C2CCC1CC(OC(c1ccc(F)cc1)c1ccc(F)cc1)C2 (stereo not given)
 : .	.	-15%	57%[activator]	12%	.	1.1%
> O=C(c1cccn2c(=O)c3ccccc3nc12)N1CCC2(CC1)OCCO2
 : 0%	-3%	?	?	2%	20%[46.1 µM]	0.9%
> CC1(C)C(=O)C=C[C@]2(C)[C@H]3CC[C@@]4(C)[C@H](c5ccoc5)OC(=O)[C@H]5O[C@]54[C@]3(C)[C@H](O)C[C@@H]12
 : -1%	?	-5%	3%	1%	-40%	0.2%
> Nc1ccc2nonc2c1[N+](=O)[O-]
 : -2%	?	1%	2%	-12%	5%	-1.6%
> CCN(CC)CCCN=Cc1c(O)n(CCc2ccc(F)cc2)c(=O)[nH]c1=O
 : -2%	2%	3%	19%[38.3 µM]	3%	?	-2.8%
> CCCCc1ccc2[nH]cc(CCN)c2c1
 : -6%	-12%	1%	35%[activator][38.3 µM]	2%	11%[46.1 µM]	0.0%
> CCCCC(CC)CNCC(O)c1ccccc1 (stereo not given)
 : 3%	-12%[46 µM]	4%	7%	-1%	-3%	-0.2%
> Cn1c(O)c(/C=N/N2CCOCC2)c(=O)n(-c2ccccc2)c1=S
 : .	.	-10%	.	1%	-11%	-1.3%
> Cc1cc(Cl)ccc1C(=O)C1CCCN(C2CCSCC2)C1 (stereo not given)
 : -1%	.	3%	17%	0%	16%	-0.1%
> OC1(c2ccc(F)cc2)CC2CCC(C1)N2Cc1nnnn1C1CCCCC1 (stereo not given)
 : -2%	-1%	4%	13%[38.3 µM]	1%	-27%[46.1 µM]	1.0%
> O=C1CC(N2CCC(n3c(=O)[nH]c4ccccc43)CC2)C(=O)N1c1ccc(F)cc1 (stereo not given)
 : 3%	-1%	-5%	19%[38.3 µM]	-5%	-12%[46.1 µM]	0.9%
> CN1CCN(/N=C/c2c[nH]c3ccccc23)CC1
 : .	.	-5%	.	-1%	4%	0.0%
> CCOc1cc(C=C2C(=O)NC(=O)NC2=O)cc([N+](=O)[O-])c1O
 : -7%	.	1%	8%	1%	-5%	-3.3%
> CCCCCCC(C)OC(=O)COc1ccc(Cl)cc1Cl (stereo not given)
 : 0%	3%	1%	-3%	.	.	2.9%
> CC12NC(Cc3ccccc31)c1ccccc12 (stereo not given)
 : -5%	?	8%	3%	-3%	-5%[46.1 µM]	-1.2%
> N#Cc1cc2c(nc1SCC(=O)Nc1cc(Cl)cc(Cl)c1)C1CCN2CC1
 : 1%	-5%	8%	-7%[38.3 µM]	4%	-4%[46.1 µM]	0.1%
> COc1ccc2c3c1O[C@H]1C(=O)CC[C@@]4(O)C(C2)N(CC2CC2)CCC314 (stereo not given in full)
 : -8%	?	13%&-2%	6%&0%	0%&6%	2%[46.1 µM]	-0.2%&0.8%
> CCCCn1c(C)c(C(=O)OCC)c2c(CN3CCOCC3)c(O)ccc21
 : -4%	-3%	-3%	29%[38.3 µM]	-3%	-14%[46.1 µM]	0.0%
> O=c1[nH]c(CN2CC=C(c3ccccc3)CC2)nc2cc(C(F)(F)F)ccc12
 : -1%	-13%	-2%	12%[38.3 µM]	-5%	-13%[46.1 µM]	0.8%
> O=C(COc1ccc2ccccc2c1)N1CCN(Cc2ccncc2)CC1
 : 0%	2%	-9%	2%[38.3 µM]	0%	4%[46.1 µM]	-1.0%
> CC(C)n1c(O)c(C=NCc2ccccc2)c(=O)[nH]c1=S
 : .	.	4%	.	13%	14%	-0.2%
> CCCCOc1ccc(CCN)cc1Cl
 : 1%	-2%	?	6%	2%	7%	3.0%
> CC(=NCCN1CCCCC1)c1c(O)n(-c2ccc(Cl)cc2)c(=O)[nH]c1=O
 : -1%	4%	7%	0%[38.3 µM]	4%	-4%[46.1 µM]	1.9%
> Cn1c(=O)oc2cc(S(=O)(=O)N3CCCC(C(=O)Nc4ccccn4)C3)ccc21 (stereo not given)
 : -4%	?	-3%	-11%[38.3 µM]	0%	-12%[46.1 µM]	1.0%
> CCC(=NC(C)c1ccccc1)c1c(O)n(C)c(=O)n(C)c1=O (stereo not given)
 : 1%	?	5%	-12%[38.3 µM]	-1%	-5%[46.1 µM]	-0.8%
> O[C@@H](Cc1ccncc1)C(Cl)(Cl)Cl
 : -1%	.	2%	10%	5%[21.7 µM]	.	0.4%
> Cc1cccc(NC(N)=S)c1
 : -2%	6%	-12%	3%[38.3 µM]	2%	2%[46.1 µM]	9.5%
> CCCC(=O)NC(Oc1ccc(Cl)cc1Cl)C(Cl)(Cl)Cl (stereo not given)
 : 6%	6%	5%	6%[38.3 µM]	6%	8%[46.1 µM]	0.9%
> CCCCNC(=O)NC(C(N)=O)P(=O)(OCC)OCC (stereo not given)
 : .	.	-5%	.	7%	13%	-0.9%
> CCN(CC)c1ccc(CN(C)CCc2ccc(OC)c(OC)c2)cc1
 : 2%	1%	3%	-4%[38.3 µM]	-3%	-7%[46.1 µM]	-1.0%
> O=C1C2CCCN2C(c2cccnc2)N1c1nccs1 (stereo not given)
 : .	6%	4%	.	-1%	-1%[46.1 µM]	1.4%
> C=Cc1ccc(Cn2c(C(=O)O)c(C=O)c3ccccc32)cc1
 : -1%	?	-7%	2%	-6%	-32%	-2.1%
> Cc1ccc(-c2nn3c(C)nnc3c3ccccc23)cc1S(=O)(=O)NCCO
 : -1%	?	-7%	4%	4%	-15%	0.0%&2.2%
> Cc1ccc2c(c1)C1CN(C)CCC1N2C(=O)c1ccccc1NS(=O)(=O)c1cccc(C(F)(F)F)c1 (stereo not given)
 : 1%	?	10%	5%	0%	-9%	0.0%
> Cc1cccc(-n2c(/C=C/c3ccc([N+](=O)[O-])o3)nc3ccccc3c2=O)c1
 : -4%	?	0%	-3%	-7%	-50%	0.0%
> CCn1c(O)c(C=Nc2cc(Cl)ccc2Cl)c(=O)n(CC)c1=O
 : -2%	7%	-1%	11%	2%	-6%	0.9%
> COc1cccc(CCNCc2c(F)cccc2F)c1
 : 3%	4%[46 µM]	-3%	19%	-4%	8%	-0.8%
> CC1(C)C2([N+](=O)[O-])CNCC1([N+](=O)[O-])CNC2
 : 5%	-2%	-6%	4%	0%	1%	-0.1%
> CCN1CCN(Cc2ccc(C)cc2C)CC1
 : -2%	-1%	4%	-4%[38.3 µM]	11%	-3%[46.1 µM]	-0.1%
> O=c1[nH]c(=S)n(C2CCCCC2)c(O)c1/C=N/N1CCOCC1
 : .	.	-1%	.	3%	-5%	0.0%
> CC(C)Oc1ccc(CC2(CCc3ccncc3)C(=O)NC(=O)NC2=O)cc1
 : .	.	-5%	.	2%	36%	3.0%
> Cc1c(C(=O)N2CCC3(CC2)OCCO3)oc2ccc(S(=O)(=O)N3CCOCC3)cc12
 : 2%	-3%	3%	2%	-5%	-1%[46.1 µM]	0.1%
> CCOC(=O)C1=C(N)OC2=C(C(=O)CCC2)C12C(=O)N1c3c(ccc(C)c32)C(C)=CC1(C)C (stereo not given)
 : 1%	6%	5%	8%	-2%	-17%	0.0%
> Cc1c(C(=O)N2CCC3(CC2)OCCO3)sc2ncnc(N3CCc4ccccc4C3)c12
 : 11%	.	3%	0%	3%	-18%	0.2%
> CCc1ccccc1N1C(=O)CC(=O)NC1=O
 : 5%	?	6%	-2%	-4%	6%	0.2%
> C/C=C1/C[N@@+]2(C)CC[C@]34C(=C(C=O)[C@H]1C[C@H]32)Nc1ccccc14
 : .	.	21%	-6%	6%	.	0.0%

Quoted at random: seven entries already listed
Results follow in this order: KinaseGlo FLuc	LMNA splice mod	aGal spleen mod	IMPase Li cell	CBFb-RUNX1 inh	NPSR antagonist	Epigenetic derep
> O=C(c1cccn2c(=O)c3ccccc3nc12)N1CCC2(CC1)OCCO2
 : 0%	-3%	?	?	2%	20%[46.1 µM]	0.9%
> COc1ccc2c3c1O[C@H]1C(=O)CC[C@@]4(O)C(C2)N(CC2CC2)CCC314 (stereo not given in full)
 : -8%	?	13%&-2%	6%&0%	0%&6%	2%[46.1 µM]	-0.2%&0.8%
> Cc1c(C(=O)N2CCC3(CC2)OCCO3)sc2ncnc(N3CCc4ccccc4C3)c12
 : 11%	.	3%	0%	3%	-18%	0.2%
> Cc1c(C(=O)N2CCC3(CC2)OCCO3)oc2ccc(S(=O)(=O)N3CCOCC3)cc12
 : 2%	-3%	3%	2%	-5%	-1%[46.1 µM]	0.1%
> C=CCN=C(SCC(=O)c1ccc(Cl)cc1)c1c(O)n(C)c(=O)n(C)c1=O
 : .	.	3%	.	1%	-6%	-1.0%
> CC(C)n1c(O)c(C=NCc2ccccc2)c(=O)[nH]c1=S
 : .	.	4%	.	13%	14%	-0.2%
> CCCCNC(=O)NC(C(N)=O)P(=O)(OCC)OCC (stereo not given)
 : .	.	-5%	.	7%	13%	-0.9%
